Rac1 act GTP bind: modulators of GTP binding to human Rac1 activated mutant; P63000; GST-Rac1 activated beads, fluorescent GTP binding, flow cytometry; actives lie on both sides; 100% means binding = to untreated wells; percent activity (GTP binding), % at 10 µM; hit rate 0.11% among 190,000;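 active = GTP binding at least 20 percentage points away from the 100% baseline, in either direction, so actives lie on both sides; inconclusive = Compound likely fluorescent itself, or too few beads counted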
Bim-Bcl-B: human Bim-Bcl-B interaction inhibition | bead-based flow cytometry, Bim peptide-Bcl-B binding | inhibition, % at 10 µM | hit rate 0.073% among 190,000;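 note: 0% = tracer peptide without compound and 100% = reference inhibitor peptide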
Target sequence (Q9HD36 whole entry, looked up): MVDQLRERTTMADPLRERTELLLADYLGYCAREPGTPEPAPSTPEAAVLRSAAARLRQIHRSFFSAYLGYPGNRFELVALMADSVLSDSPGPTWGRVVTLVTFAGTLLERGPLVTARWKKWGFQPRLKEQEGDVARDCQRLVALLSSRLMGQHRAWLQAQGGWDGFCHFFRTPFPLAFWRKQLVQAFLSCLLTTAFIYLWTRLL
Bcl-2 Bim block: inhibitors of Bim-Bcl-2 interaction, human; P10415; Bead-based flow cytometry, Bim peptide-Bcl-2 binding; AID 950; inhibition, % at 10 µM; hit rate 0.06% among 190,000; in the data active = inhibition above about 40%; inconclusive = no clear call, values can overlap the other calls;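 note: 0% = no compound wells with probe peptide and 100% = reference peptide inhibitor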
Target sequence (P10415 whole entry, looked up): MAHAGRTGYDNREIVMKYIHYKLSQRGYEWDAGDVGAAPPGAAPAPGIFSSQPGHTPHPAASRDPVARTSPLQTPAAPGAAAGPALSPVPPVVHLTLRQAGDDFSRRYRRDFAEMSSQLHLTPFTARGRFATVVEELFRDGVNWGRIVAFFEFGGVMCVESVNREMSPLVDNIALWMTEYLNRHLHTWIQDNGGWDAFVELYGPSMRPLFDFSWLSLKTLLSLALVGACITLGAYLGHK
Bcl-W Bim block: inhibitors of Bim-Bcl-W interaction, human; hit rate 0.02% among 190,000; bead-based flow cytometry, Bim peptide-Bcl-W binding; inhibition, % at 10 µM; Q92843;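 note: 0% = bound tracer without compound and 100% = peptide blocker; higher means less fluorescent Bim peptide bound to Bcl-W beads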
HRas wt GTP: human HRas wildtype GTP binding, change in either direction; P01112; GST-Ras wt beads, Bodipy-FL-GTP binding, flow cytometry; actives lie on both sides; hit rate 0.14% among 190,000; GTP binding activity, % at 10 µM; AID 759;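 active = GTP binding activity at least 20% away from the 100% baseline, either lowered as inhibitor or raised as activator; inconclusive = flagged as likely green fluorescent, judged across all proteins in the well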;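 note: 0% = unlabeled GTP competition control and 100% = no-compound control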
Target sequence (P01112 whole entry, looked up): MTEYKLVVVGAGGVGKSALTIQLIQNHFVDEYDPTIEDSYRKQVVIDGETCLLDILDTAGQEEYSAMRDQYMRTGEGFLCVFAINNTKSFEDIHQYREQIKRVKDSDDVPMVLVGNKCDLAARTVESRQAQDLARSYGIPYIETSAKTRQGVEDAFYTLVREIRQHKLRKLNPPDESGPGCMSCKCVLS
Rab7 wt modul: alters GTP binding to wildtype dog Rab7; GTP binding activity (percent of control), % at 10 µM; GST-Rab7 beads, fluorescent GTP binding, flow cytometry; actives lie on both sides; untreated = 100%, excess cold GTP = 0%; hit rate 0.055% among 190,000;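 active = fluorescent GTP binding to Rab7 beads changed by at least 20 points from the 100% baseline, either direction, mostly lower; inconclusive = compound itself probably fluorescent, or too few beads counted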;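 note: median green fluorescence of bound Bodipy-FL-GTP per Rab7 bead population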
Bim-Bcl-XL: human Bim-Bcl-XL interaction inhibition. inhibition, % at 10 µM. hit rate 0.04% among 190,000. Q07817. Bim peptide-Bcl-XL binding, bead flow cytometry, fluorescence
Rac1 wt GTP bind: modulators of human Rac1 wildtype GTP binding. AID 757. P63000. GST-Rac1 beads, fluorescent GTP binding, flow cytometry; actives lie on both sides; 0 = cold GTP competed, 100 = untreated. hit rate 0.27% among 190,000. GTP binding activity (% of control), % at 10 µM;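 active = GTP binding activity at least 20 points away from the 100% control level, either lower or higher; inconclusive = compound flagged as likely green fluorescent, judged across all proteins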
Bim-Bfl-1: inhibitors of Bim-Bfl-1 interaction, human; Q16548; Bead-based flow cytometry, Bim-Bfl-1 binding inhibition; inhibition, % at 10 µM; hit rate 0.12% among 190,000; AID 1008;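 note: 0% = wells without compound plus tracer and 100% = blocker peptide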
Rab2 wt GTP: changes GTP binding to wildtype dog Rab2A, up or down; AID 760; GST-Rab2 wt beads, Bodipy-GTP binding, flow cytometry; GTP binding activity, % at 10 µM; hit rate 0.19% among 190,000;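 active = GTP binding activity at least 20 points away from 100%, either lowered or raised; inconclusive = signal likely due to the compound's own green fluorescence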;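 note: 0% = beads with excess unlabeled GTP and 100% = no-compound control corrected for plate trend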
Cdc42 wt: changes GTP binding to wildtype human Cdc42 | hit rate 0.2% among 190,000 | AID 761 | GST-Cdc42 beads, Bodipy-GTP binding, flow cytometry; actives lie on both sides | P60953 | percent activity (GTP binding), % at 10 µM;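 active = percent activity GTP binding at least 20 points away from the 100% baseline, either down as inhibitor or up as activator; inconclusive = compound flagged as likely green fluorescent from well-wide comparison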;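 note: median bead fluorescence of bound Bodipy-FL-GTP at 100 nM; 0% = excess unlabeled GTP control and 100% = no compound control; below 100% means less GTP binding so inhibitor and above means activator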
Target sequence (P60953 whole entry, looked up): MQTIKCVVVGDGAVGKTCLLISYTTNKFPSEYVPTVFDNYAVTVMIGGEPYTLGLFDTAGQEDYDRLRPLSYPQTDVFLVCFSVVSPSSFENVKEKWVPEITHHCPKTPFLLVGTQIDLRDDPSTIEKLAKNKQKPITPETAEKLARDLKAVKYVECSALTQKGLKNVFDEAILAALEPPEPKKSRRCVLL
* marks the source's active call; other numbers are inactive results; ? = inconclusive; . = no result given. Cut-off read from the data, not from the text of the source, unless noted: active = inhibition above about 40%.

SMILES	Rac1 act GTP bind	Bim-Bcl-B	Bcl-2 Bim block	Bcl-W Bim block	HRas wt GTP	Rab7 wt modul	Bim-Bcl-XL	Rac1 wt GTP bind	Bim-Bfl-1	Rab2 wt GTP	Cdc42 wt
CCOc1cc(CNCc2ccncc2)cc(Br)c1OCc1ccc(F)cc1	100	-10	-11	-1	102	100	-5	103	-12	101	103
CCCCC(=O)Nc1nnc(-c2ccco2)o1	92	-3	2	-6	96	101	-4	94	0	96	90
CCOC(=O)c1ccc(N=c2sc(C(=O)OC)cc(=O)n2C2CC2)cc1	98	-1	0	-3	100	95	-1	101	-6	98	99
Cc1cc(C)cc(CC2CC(=O)N(c3ccc(Cl)cn3)C2=O)c1 (stereo not given)	98	-4	-10	-1	98	98	-1	97	-10	96	99
O=C(O)c1ccccc1C(=O)NNc1ccc(Cl)cc1Cl	92	-2	-3	0	95	95	0	93	-1	94	95
O=C(N1CCCCCC1)N1CCN(S(=O)(=O)c2ccccc2)CC1	96	-9	-5	0	101	100	-6	102	-15	100	103
COC(=O)C(O)(NC(=O)OCc1ccccc1)C(F)(F)F (stereo not given)	97	2	1	0	98	97	0	99	0	98	101
O=C(Cn1cnc([N+](=O)[O-])n1)N/N=C/c1cc(Cl)ccc1O	?	0	-1	3	?	?	0	?	-4	?	?
O=C(NCCc1ccccc1)C(=O)NC1CCCCC1	98	0	0	1	100	96	-1	98	0	99	101
CC(C)c1nc(CNC(=O)c2cc(COc3c(F)cccc3F)on2)cs1	93	0	-1	3	93	102	-3	95	-5	97	92
CSc1nc(C(=O)N2CCc3c([nH]c4ccccc34)C2c2ccccn2)cs1 (stereo not given)	100	2	6	1	102	101	2	104	7	103	103
O=C(COC(=O)c1cc[n+]([O-])cc1)Nc1ccc([N+](=O)[O-])cc1	97	-2	2	2	99	99	2	101	-3	98	96
N#C/C(=C\c1ccc(-c2ccccc2[N+](=O)[O-])o1)C(=O)N1CCOCC1	97	-6	0	1	101	107	2	101	0	103	97
COc1ccc(NC(=O)COC(=O)CCNS(=O)(=O)c2ccccc2)cc1OC	95	-3	-2	-2	96	96	0	97	-4	97	95
COc1ccccc1CNC(=O)CN1CCC(NC(=O)c2ccccc2F)CC1	97	2	0	1	97	95	1	96	1	94	99
COc1ccc(-n2c(=O)c3ccccc3n(CC(=O)NC3CCCCC3)c2=O)c(OC)c1	101	0	-1	-2	106	104	0	109	1	104	107
O=C1CCCC2(O)C1C(c1cccc(Br)c1)NC(=O)N2Cc1ccccc1 (stereo not given)	95	39	39	39	96	91	49*	95	38	92	95
O=C(NC1CCSC1=O)c1ccc(Cl)cc1 (stereo not given)	100	-3	-2	4	104	105	-2	104	-13	103	104
Cc1ccc(CN2CCCNC2=O)cc1	97	-2	-5	-4	97	100	-13	97	-5	100	97
Cc1ccc(N2CC(C(=O)Nc3nccs3)CC2=O)cc1Cl (stereo not given)	96	0	1	0	94	90	1	95	1	93	97
CCCCNC(=O)C1C2C=CC(C2)C1C(=O)O (stereo not given)	100	-8	-5	-4	101	102	-5	103	-16	101	103
Cc1c(N=Cc2ccc[nH]2)c(=O)n(-c2ccccc2)n1C	100	-1	-1	-1	101	101	0	104	-1	101	104
CC(C)N(N=Nc1ccc([N+](=O)[O-])cc1)C(C)C	101	-4	-10	0	98	99	-3	104	-15	95	98
C=CCc1ccc(OCCn2cccc2C=O)c(OC)c1	98	-4	-9	-1	99	101	-4	103	-8	101	103
CC(C)C(=O)Nc1ccc(NC(=O)c2ccccn2)cn1	101	-5	3	-1	102	102	-2	103	3	100	103
Cc1ccc(NC(=O)C2CCC(=O)N2)cc1C (stereo not given)	95	-2	0	-2	97	95	-4	98	-4	97	96
CC(C)CC(NC(=O)c1ccc(Cl)cc1)C(=O)OCc1cc([N+](=O)[O-])cc2c1OCOC2 (stereo not given)	98	-11	-13	-6	98	100	-8	99	-11	97	98
c1ccc(Cc2noc(CN3CCC(CN4CCOCC4)CC3)n2)cc1	94	0	0	-5	96	103	-3	94	3	98	93
Cc1cc(C)c(OCC(=O)Nc2nc(-c3ccccn3)cs2)c(C)c1	96	-2	0	-3	94	93	-1	96	0	93	95
CC(C)N(C(=O)NC(=O)Nc1ccccn1)S(C)(=O)=O	95	-2	-4	-2	101	99	-7	102	-2	97	98
COc1cc(OC)cc(C(=O)Nc2cccnc2)c1	95	-2	1	-1	96	95	0	97	-1	97	98
NC(=O)C1CC(=O)N(c2ccc(OCc3ccc(Cl)cc3Cl)cc2)C1 (stereo not given)	98	-2	0	-1	97	104	0	98	-4	98	96
COc1ccccc1NC(=O)C1CCN(c2ncccn2)CC1	98	-5	-6	0	100	100	-5	103	-13	99	100
Cc1ccc(C)c(S(=O)(=O)Nc2ccc(O)cc2)c1	101	-4	-4	-3	102	98	-1	103	0	99	103
CCC(=O)N1CCc2cc(S(=O)(=O)NCCC(=O)NC3CCCc4ccccc43)ccc21 (stereo not given)	98	-4	-8	1	98	98	-6	99	-7	96	103
COc1ccc(CCN(C(=O)Cn2nnc3ccccc32)C(C(=O)NCC2CCCO2)c2ccncc2)cc1OC (stereo not given)	95	-3	-1	-2	95	100	-3	96	1	97	96
Cc1ccccc1C(=O)NC(=S)Nc1ccccc1N1CCCC1	96	-5	0	0	99	107	-1	100	0	99	99
Cc1ccc(-n2ncc(C#N)c2/N=C/N2CCN(C)CC2)cc1	93	-1	-2	0	97	94	-10	93	0	95	97
CCn1nnnc1NC(=O)c1cc(OC)c(OC)c(OC)c1	95	-1	-3	0	93	94	0	97	-2	93	97
Cc1cc(C)cc(N(CC(=O)NCCSc2ccccn2)S(=O)(=O)c2ccccc2)c1	?	-4	-2	0	?	?	-2	?	-8	?	?

Structural class, the compounds so far containing fluorine
SMILES	Rac1 act GTP bind	Bim-Bcl-B	Bcl-2 Bim block	Bcl-W Bim block	HRas wt GTP	Rab7 wt modul	Bim-Bcl-XL	Rac1 wt GTP bind	Bim-Bfl-1	Rab2 wt GTP	Cdc42 wt
CCOc1cc(CNCc2ccncc2)cc(Br)c1OCc1ccc(F)cc1	100	-10	-11	-1	102	100	-5	103	-12	101	103
COC(=O)C(O)(NC(=O)OCc1ccccc1)C(F)(F)F (stereo not given)	97	2	1	0	98	97	0	99	0	98	101
CC(C)c1nc(CNC(=O)c2cc(COc3c(F)cccc3F)on2)cs1	93	0	-1	3	93	102	-3	95	-5	97	92
COc1ccccc1CNC(=O)CN1CCC(NC(=O)c2ccccc2F)CC1	97	2	0	1	97	95	1	96	1	94	99

(listing goes on)
SMILES	Rac1 act GTP bind	Bim-Bcl-B	Bcl-2 Bim block	Bcl-W Bim block	HRas wt GTP	Rab7 wt modul	Bim-Bcl-XL	Rac1 wt GTP bind	Bim-Bfl-1	Rab2 wt GTP	Cdc42 wt
COc1ccccc1C(=O)Oc1ccc(C(C)(C)C)cc1	99	-2	-3	-3	107	109	-5	104	-4	106	104
CC(=O)c1c(C)[nH]c(C(=O)Nc2cc(C)cc(C)c2)c1C	99	-6	-8	0	102	99	-2	104	-10	101	104
S=c1[nH]nc(Cc2c[nH]c3ccccc23)o1	96	-23	-7	-2	96	98	-5	99	-13	94	94
COc1ccccc1NC(=S)N1C2CCC1CC(NC(=O)NC13CC4CC(CC(C4)C1)C3)C2 (stereo not given)	96	-3	-3	-2	99	99	2	97	-1	99	97
CC1CCCCC1NC(=O)CCn1c(=O)oc2ccccc21 (stereo not given)	94	-1	-25	1	97	97	-2	101	-1	98	98
CC(Sc1ccc2c(c1)OCCO2)C(=O)Nc1ccc2c(c1)OCO2 (stereo not given)	98	-12	-7	0	101	101	0	99	-12	100	101
CSc1cccc(NC(=O)/C=C/c2cccc(Cl)c2)c1	98	-5	-2	-3	99	99	-6	102	-2	98	98
CN(C(=O)COC(=O)c1ccc(S(=O)(=O)N2CCOCC2)cc1)C1CCCCC1	97	0	-2	0	100	99	-2	101	-2	101	100
CCc1nc(SCC(=O)c2c[nH]c3ccccc23)n[nH]1	93	0	-2	0	92	97	-1	94	-3	96	94
COc1ccc(Nc2ccnc3ccccc23)cc1	98	-2	0	0	101	96	-1	104	-1	100	99
CCOC(=O)c1cccc(NS(=O)(=O)c2cnc[nH]2)c1	99	-5	-9	2	97	99	-5	102	-17	100	99
Cc1ccc2nsnc2c1NS(=O)(=O)c1c(C)ccc2nsnc12	99	6	0	0	102	102	0	102	2	102	106
O=C(O)c1cccc(Oc2ccccc2[N+](=O)[O-])c1	102	3	0	-4	102	102	-7	104	-3	102	102
O=C1NCCc2cc3c(cc21)OCO3	99	1	1	-1	104	104	-3	109	0	100	106
CC1=Nc2ccccc2N=C(NC(=O)CN2CCN(c3ccccc3)CC2)C1c1ccccc1 (stereo not given)	94	-1	-5	-4	96	95	-3	97	-1	94	96
CCC1=NN=C(c2ccc(F)cc2)C(c2c[nH]c3ccccc23)N1O (stereo not given)	98	.	?	.	99	99	.	101	.	97	97
CC1CN=C(Nc2cccc(S(=O)(=O)N(C)C)c2)S1 (stereo not given)	100	-3	3	-1	99	94	-2	98	-3	98	96
O=C(CCC(=O)Nc1ccc(Cl)cc1Cl)NNC(=O)Nc1ccccc1	94	2	2	0	97	94	1	98	-1	93	96
CC(C)c1ccc2[nH]c(O)c(N=NC(=S)NCCc3ccccc3)c2c1	99	-3	-2	-5	99	99	-8	102	0	98	100
Cc1nc(C)c(CC(=O)N2CCc3c([nH]c4ccccc34)C2c2ccccn2)s1 (stereo not given)	96	-10	1	1	100	98	-4	101	-5	98	99

2 compounds from above, reduced to Rac1 act GTP bind and Cdc42 wt.
SMILES,Rac1 act GTP bind,Cdc42 wt
CCOC(=O)c1ccc(N=c2sc(C(=O)OC)cc(=O)n2C2CC2)cc1,98,99
Cc1cc(C)cc(CC2CC(=O)N(c3ccc(Cl)cn3)C2=O)c1 (stereo not given),98,99
